Assay outcomes: PubChem BioAssay, several laboratories
OX1R antag-1: antagonists of human orexin 1 receptor (OX1R) | O43613 | OX1R-expressing cells, FRET antagonist read-out | inhibition, % at 6.6 µM | 330,000 compounds, 1.8% hits | AID 485270; in the data active = inhibition mostly above about 38%, no sharp cut-off; inactive = mostly below about 40%;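 also: 0% = agonist challenge alone and 100% = reference antagonist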
Target sequence (O43613 whole entry, looked up): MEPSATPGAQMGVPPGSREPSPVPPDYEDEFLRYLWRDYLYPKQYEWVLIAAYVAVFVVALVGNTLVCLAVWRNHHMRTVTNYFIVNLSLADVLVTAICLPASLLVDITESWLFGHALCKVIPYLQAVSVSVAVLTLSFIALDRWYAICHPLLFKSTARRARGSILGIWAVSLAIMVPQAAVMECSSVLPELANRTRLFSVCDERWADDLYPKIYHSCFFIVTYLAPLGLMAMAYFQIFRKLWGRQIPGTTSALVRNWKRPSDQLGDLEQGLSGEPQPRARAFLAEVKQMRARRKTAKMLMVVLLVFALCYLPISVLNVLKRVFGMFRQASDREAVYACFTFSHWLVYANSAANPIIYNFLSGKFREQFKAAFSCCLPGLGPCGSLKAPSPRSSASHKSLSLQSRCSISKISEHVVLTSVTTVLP
CHT PAM: allosterically activates the human high affinity choline transporter; AID 488977; 310,000 compounds, 0.49% hits; CHT-expressing cells, membrane potential dye, choline EC20; stronger effect = higher value; LV-AA mutant CHT in HEK293 cells; Q9GZV3; B-score at 10 µM;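 active = initial fluorescence not abnormally high and integrated response B-score, plate-corrected, over 3 SD above library mean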
Target sequence (Q9GZV3 whole entry, looked up): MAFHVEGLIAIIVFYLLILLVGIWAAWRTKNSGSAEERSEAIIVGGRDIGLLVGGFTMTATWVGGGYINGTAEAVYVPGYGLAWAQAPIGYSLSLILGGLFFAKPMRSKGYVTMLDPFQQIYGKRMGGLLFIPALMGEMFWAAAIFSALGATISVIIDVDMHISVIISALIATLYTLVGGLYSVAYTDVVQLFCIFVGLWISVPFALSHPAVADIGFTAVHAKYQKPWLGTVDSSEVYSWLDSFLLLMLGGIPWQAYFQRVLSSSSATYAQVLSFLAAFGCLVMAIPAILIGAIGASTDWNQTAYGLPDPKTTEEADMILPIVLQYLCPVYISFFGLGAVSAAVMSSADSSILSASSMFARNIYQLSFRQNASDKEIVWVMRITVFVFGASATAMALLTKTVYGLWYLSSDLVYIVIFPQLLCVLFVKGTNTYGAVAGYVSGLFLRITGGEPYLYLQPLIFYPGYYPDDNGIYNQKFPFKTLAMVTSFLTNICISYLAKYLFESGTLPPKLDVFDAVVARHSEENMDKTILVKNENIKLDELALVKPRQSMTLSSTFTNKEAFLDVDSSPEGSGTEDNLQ
OX1R antag-2: blocks the human orexin 1 receptor; CHO/OX1R cells, Fluo-8 calcium fluorescence, orexin A; O43613; 330,000 compounds, 0.43% hits; AID 434989; inhibition, % at 5 µM;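 active = inhibition above its plate's threshold, mean inhibition of all tested compounds on the plate plus 3 SD, cut at about 37% in these data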;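 also: 0% = orexin A challenge wells and 100% = SB-334867-A antagonist wells; not every result past the cut was called active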
* = called active by the depositor; i = inactive; . = not tested or not shown; & = joins results of further samples.

SMILES	OX1R antag-1	CHT PAM	OX1R antag-2
Cc1ccc(C(=O)Nc2ccc(N3CCN(C(=O)c4ccco4)CC3)cc2)c(Cl)c1	3	i	-25
CC(=O)Nc1ccc(NC(=O)CSc2nncn2C)cc1	15	i	-13
O=C1CSC(c2ccccc2)N1CC(O)c1ccc([N+](=O)[O-])cc1 (centres undefined)	12	i	-6
Cc1c(Cl)cccc1NC(=O)CCC(=O)NNC(=O)c1ccco1	15	i	9
COc1ccccc1NC(=O)c1cc[n+]([O-])cc1	7	i	-14
CCn1cc(S(=O)(=O)Nc2cc(F)ccc2C)cn1	9	i	-4
CCCC(=O)Nc1c(-c2ccccc2)c(=O)c(C)nn1-c1ccc(C)cc1	-5	i	-8
Cc1cc(C)c(OCCNC(=O)c2ccccc2Sc2ccccc2C#N)c(C)c1	31	i	-24
CCOc1ccc(CC(=O)Nc2cccc(-c3ccc4nnc(C)n4n3)c2)cc1	24	i	-7
O=C(Nc1cc(C(F)(F)F)ccc1N1CCOCC1)C1CCCO1 (centres undefined)	-1	.	-12
O=C(CN1C(=O)C2C3C=CC(C3)C2C1=O)N1CCc2ccccc2C1 (centres undefined)	2	i	-17
Cc1cc(C(=O)NNc2ccc(C(C)C)cc2)n(C(C)(C)C)n1	1	i	-41
CCC1CCCCN1CCNC(=O)c1[nH]c(C)c(C(C)=O)c1C (centres undefined)	14	i	-12
CCOc1ccc(S(=O)(=O)N(C)CC(=O)NCc2ccccn2)cc1	19	i	-15
COc1ccc2cc(C(=O)NCC3CCCO3)[nH]c2c1 (centres undefined)	16	i	-15
Cn1c(=O)c2c(ncn2CC(=O)OCC(=O)Nc2cc(Cl)ccc2C#N)n(C)c1=O	4	.	3
Fc1cccc(CCN2C(=S)NC[C@@H]2CC2CCCCC2)c1	13	i	-61
O=C(Nc1ccc(N2CCN(C(=O)c3ccco3)CC2)cc1)c1ccc(Br)cc1	8	i	-28
O=C1SC(SCc2ccccc2)=N/C1=C\c1ccc(C(=O)O)cc1	10	i	-10
O=C(O)Cn1c(O)c(C=Nc2ccccc2)sc1=S	39&31	i	-3&-4
COc1cccc(CC(NC(C)=O)C(=O)NC2CCN(S(=O)(=O)c3ccc(C)cc3)CC2)c1OC (centres undefined)	11	i	-11
O=C1CC[C@@H](CN(Cc2ccccn2)Cc2nc(Cc3cccc(C(F)(F)F)c3)no2)N1	9	i	-21
CCCc1nc2ccc(NC(=O)c3cccs3)cc2c(=O)n1Cc1ccc(Cl)cc1	19	i	-44
COc1ccccc1C1/C(=C(\O)c2ccc3c(c2)OCCO3)C(=O)C(=O)N1CCCn1ccnc1 (centres undefined)	11	i	-35
COc1cc(/C=N/N2C(C)CCCC2C)cc(OC)c1O (centres undefined)	15	i	-38
c1ccc(-c2nc(N3CCCC3)nc3ccccc23)cc1	37	i	-34
CCOC(=O)c1c(C)[nH]c(C=O)c1Cc1cccc(Cl)c1	23	i	-22
CC(C)(C)NC(=O)C1CCC(CNS(=O)(=O)c2cccc3nsnc23)CC1 (centres undefined)	39	i	-13
O=C(NCCCO)NC(=S)c1cccc2ccccc12	21	i	-24
CN1CCN(S(=O)(=O)c2cccc(C(=O)NCCOc3ccccc3)c2)CC1	7	i	-8
CC1CN(C(=O)CN2C(=O)NC3(CCCC3)C2=O)C(=Nc2cccc(S(=O)(=O)N(C)C)c2)S1 (centres undefined)	18	i	-31
COc1ccc(C(=O)Nc2c(N)nc(SCC(=O)NCC3CCCO3)[nH]c2=O)cc1 (centres undefined)	3	i	4
COC(=O)c1ccc2nc(-c3ccc4c(c3)OCO4)cn2c1	12	i	-11
COc1ccc(CN2CCN(C(C)C(=O)NC(C)c3ccc(F)cc3)CC2)cc1F (centres undefined)	6	i	-26
O=C(NC1CCCCC1)C(c1ccc2ncccc2c1)N(Cc1ccco1)C(=O)c1ccc2c(c1)OCCO2 (centres undefined)	6	i	-11
COc1ccc(CNC(=O)/C=C/c2ccc(OCCCF)cc2)cc1	26	i	-16
O=C1C(CCS(=O)c2ccccc2)C(=O)N(c2ccccc2)N1c1ccccc1 (centres undefined)	5	i	-21
CC1Sc2ccc(C(=O)OCc3ccccc3Cl)cc2NC1=O (centres undefined)	18	i	-36
CCOc1ccc(C(=O)NCC(=O)N2CCN(c3ccccc3O)CC2)cc1	9	i	-20
CC(C)c1ccc(CN2CCC(Oc3ccc(C(=O)N4CCCC4)cc3)CC2)cc1	8	i	-18

Structures listed so far containing an aryl thioether with sulfur outside any ring, in the order listed:
SMILES	OX1R antag-1	CHT PAM	OX1R antag-2
CC(=O)Nc1ccc(NC(=O)CSc2nncn2C)cc1	15	i	-13
Cc1cc(C)c(OCCNC(=O)c2ccccc2Sc2ccccc2C#N)c(C)c1	31	i	-24
COc1ccc(C(=O)Nc2c(N)nc(SCC(=O)NCC3CCCO3)[nH]c2=O)cc1 (centres undefined)	3	i	4

(list continues)
SMILES	OX1R antag-1	CHT PAM	OX1R antag-2
O=C(NC(=S)N1CCOCC1)C12CCC3CC(CC(C3)C1)C2	9	i	-18
COc1ccc(Cl)cc1NC(=O)CN(C)C(=O)Cn1cnnn1	14	.	-15
C[C@@H](C(=O)O)[C@H]1C[C@]1(C)[C@H](NC(=O)OCc1ccccc1)c1ccccc1	24	i	-8
CCCC(=O)Nc1c(-c2ccccc2OC)c(=O)c2ccccc2n1C	0	i	8
C[C@H](NC(=O)c1ccccc1)C(=O)Nc1nc(-c2ccccn2)cs1	7	i	-20
COc1ccccc1N1CCN(CCN(C(=O)C2CCCCC2)c2ccccn2)CC1	14	i	-11
C=CCOc1ccccc1/C=C/C(=O)O	7	i	1
O=C(COc1ccc(S(=O)(=O)NC2CCCCC2)cc1)N1CCN(c2ccc(F)cc2)CC1	-4	i	-32
COc1ccc(C)cc1CN1C(=O)c2ccccc2C1=O	19	i	-50
COc1ccc(NC(=O)CN(C)CC(=O)Nc2cccc(C(C)=O)c2)cc1	-6	i	-5
CCOc1ccc(S(=O)(=O)Nc2cc(NS(=O)(=O)c3ccc(OCC)cc3)cc(C(=O)O)c2)cc1	2	.	-22
CC(C)N(Cc1nc(-c2ccccc2)no1)C(=O)CN1C(=O)c2ccccc2C1=O	18	i	-31
Cc1ccc(-c2ccc(OC(=O)c3ccc(=O)[nH]c3)c(C)c2)cc1	6	i	-8
CCOC(=O)Cn1nnc(-c2cccc(OC)c2)n1	-1	i	0
COCc1cc(=O)[nH]c(/N=C(\N)Nc2ccccc2C)n1	11	i	4
N#CC1=C(N)Oc2c(ccc3cccnc23)C1c1cccnc1 (centres undefined)	96*	i	-31
CCC(C)[C@H](NC(=O)Nc1cccc(Br)c1)C(=O)OC (some centres undefined)	14	i	-19
O=C(C1=NN(c2ccccc2)C2C(=O)N(c3ccccc3Cl)C(=O)C12)c1ccccc1 (centres undefined)	10	i	-7
COc1ccc(NC(=O)Nc2ccc3c(c2)C(=O)N([C@H](C)CO)C[C@H](C)[C@@H](CN(C)C(=O)NC2CCCCC2)O3)cc1	7	.	1
COc1cc(NS(=O)(=O)c2ccc(F)cc2)c(OC)cc1NC(C)=O	29	i	4
COc1ccc(/C=N/NC(=O)c2ccn[nH]2)cc1CN1CCOCC1	8	i	-19
COc1ccc(C(=O)/C=C/c2ccccc2)c(OC)c1	33	i	2
Cc1cccc(C)c1NC(=O)C(c1ccccc1)N1CCN(C(=O)c2ccco2)CC1 (centres undefined)	7	i	-26
CN1CCN(c2nc(Nc3ccccc3)nc(N)c2[N+](=O)[O-])CC1	14	i	-8
CCc1cccc(CC)c1-n1c(SCC(=O)N2CCc3ccccc3C2)nnc1-c1cccnc1	14	i	-28
c1ccc(-c2nn[nH]n2)cc1	7	i	-3
CCCCCCCNC(=O)C1(CC2CC(c3cccc(Br)c3)=NO2)CCN(C(=O)Cc2ccc(F)cc2)CC1 (centres undefined)	5	i	-27
NC(=O)CC(NC(=O)Cc1cccc2ccccc12)c1ccc(N2CCC(N3CCCCC3)CC2)c([N+](=O)[O-])c1 (centres undefined)	38	i	-9
CCCCCCS(=O)Cc1ccccc1 (centres undefined)	23	i	-1
Cc1ccnc(Cc2ccccc2)n1	-5	i	0

Single records, as listed above. Order of values: OX1R antag-1 | CHT PAM | OX1R antag-2
COc1cccc(CC(NC(C)=O)C(=O)NC2CCN(S(=O)(=O)c3ccc(C)cc3)CC2)c1OC (centres undefined) is listed as 11 | i | -11
CC(C)c1ccc(CN2CCC(Oc3ccc(C(=O)N4CCCC4)cc3)CC2)cc1 is listed as 8 | i | -18

Part of the list above, as comma-separated lines.
SMILES,OX1R antag-1,CHT PAM,OX1R antag-2
COc1ccc(/C=N/NC(=O)c2ccn[nH]2)cc1CN1CCOCC1,8,i,-19
COc1ccc(C(=O)/C=C/c2ccccc2)c(OC)c1,33,i,2
Cc1cccc(C)c1NC(=O)C(c1ccccc1)N1CCN(C(=O)c2ccco2)CC1 (centres undefined),7,i,-26
CN1CCN(c2nc(Nc3ccccc3)nc(N)c2[N+](=O)[O-])CC1,14,i,-8
CCc1cccc(CC)c1-n1c(SCC(=O)N2CCc3ccccc3C2)nnc1-c1cccnc1,14,i,-28

New compounds follow.
SMILES	OX1R antag-1	CHT PAM	OX1R antag-2
CCOC(OCC)P(=O)(c1ccccc1)c1ccccc1	2	i	-5
O=C(c1cccs1)N1CCN(C(=O)c2ccco2)c2ccccc2C1	18	i	-12
N#C/C(=C\c1ccc(N2CCOCC2)o1)C(=O)NCC1CCCO1 (centres undefined)	48	i	-3
CS(=O)(=O)N(CC(=O)NCCSCc1ccccc1Cl)c1ccccc1F	20	i	-12
O=C(Cc1ncc(C(F)(F)F)cc1Cl)NCc1cccnc1	-3	i	4
Clc1ccc(-c2nc3ccccn3c2CN2CCSCC2)cc1	7	i	-37
O=C(c1ccc([N+](=O)[O-])s1)N1CCN(c2cccc(Cl)c2)CC1	29	i	-2
COc1ccc(-c2ccc3c(c2)S(=O)(=O)c2cccc(C(=O)NCc4ccccc4Cl)c2C3=O)cc1OC	3	.	-15
CCCCNS(=O)(=O)c1ccc(OC)cc1	3	i	15
CC(C)(Cc1ccc(O)cc1)NC(=O)CC(=O)N/N=C/c1ccc([N+](=O)[O-])cc1	19	i	-47
Cc1ccc2nc(NC(=O)COC(=O)c3ccc(Br)o3)sc2c1	11	i	-32
Cc1ccc(/C=N/NC(=O)CNC(=O)c2cccs2)o1	12	i	-8
COc1ccccc1CNC(=O)CN1C(=O)NC2(CCCCCCC2)C1=O	9	.	-1
Cc1cccc(-n2ncc3c(NCc4cccs4)ncnc32)c1	7	i	2
CC1CC(C)CN(C(=O)CSc2ccsc2[N+](=O)[O-])C1 (centres undefined)	24	i	-15
CNC(=S)NCc1ccc2[nH]c3c(c2c1)CCCC3	51	i	10
O=C(NCCCNC(=O)c1ccc(Cl)cc1Cl)c1cnccn1	4	i	-17
COc1ccc2[nH]c3c(c2c1)CCNC3(C)CCc1ccc(Cl)nc1 (centres undefined)	7	i	2
Cn1nnnc1P(=O)(c1ccccc1)c1ccccc1	8	i	-14
CC(=O)N1CCC(C(=O)Nc2ccc(S(=O)(=O)N3CCCCC3)cc2)CC1	7	i	1
O=[N+]([O-])c1ccc(S(=O)(=O)N2CCC3(CC2)OCCN3S(=O)(=O)c2cccs2)cc1	21	i	-13
COc1ccc(C)cc1-n1nnnc1SCC(=O)NNC(=O)c1ccc([N+](=O)[O-])cc1	16	i	-15
CC(C(=O)O)N1C(=O)C2C3CC(C2C1=O)C1C(c2ccccc2)c2sc(=O)[nH]c2SC31 (centres undefined)	13	i	-1
CC12CCC(C(=O)N(CCCCN3CCN(c4ccccn4)CC3)C1=O)C2(C)C (centres undefined)	-6	i	-36
COc1ccc(CNC(=O)c2ccc(-c3ccccc3)cc2)cc1	22	i	-15
COc1cc(/C=C/C(=O)O)cc(S(=O)(=O)Nc2ccc3nc(SC)sc3c2)c1OC	12	i	-11
COc1ccc(S(=O)(=O)Nc2ccc3c(c2)OCO3)cc1C	16	i	-4
COc1ccc(-c2n[nH]c(C)c2-c2ccc(OC)c(OC)c2)c(O)c1	13	i	-12
CN(CCC#N)C(=O)CSc1nc2scc(-c3ccccc3)c2c(=O)[nH]1	-4	i	-5
O=C(NCc1ccccc1)[C@]1(C(F)(F)F)C[C@H](CCc2ccccc2)CCCO1	21	i	-29
O=C(CNC(=O)c1ccco1)Nc1ccc2c(c1)OCCO2	8	i	2
CCN(CC)CCCNC(=S)N1CCN(c2nc(-c3ccc(F)cc3)cs2)CC1	1	i	-10
Nc1c(S(=O)(=O)c2cccc(Cl)c2)c2nc3ccccc3nc2n1/N=C/c1ccc(O)c(O)c1	11	i	20
Cc1cc(Nc2ccccc2)nc2cc(O)ccc12	13	i	-14
CCC(=O)Nc1ccc2nc(SCC(=O)N3CCCC3)sc2c1	14	i	-23
CCNc1nc(NC(C)C)nc(OCCOC(=O)Nc2ccccc2)n1	24	i	-33
COc1ccc(-c2cccc(NS(=O)(=O)c3ccccc3[N+](=O)[O-])c2)nn1	28	i	-17
CC(=O)Nc1cc(NC(C)=O)cc(C(=O)OCC(=O)c2ccc3c(c2)OCO3)c1	10	i	-18
COc1cc(/C=C2\NC(=S)NC2=O)ccc1OCc1cccc(C(=O)O)c1	11	i	0
CC(=O)NCCCC(=O)NC(CCC(=O)OCc1ccccc1)C(=O)OCc1ccccc1 (centres undefined)	41	i	-29
COc1cc(C(=O)Oc2cccc(C)c2)cc(OC)c1OC	14	i	-29
COc1cccc(N2CCN(Cc3nc(N)nc(Nc4ccccc4)n3)CC2)c1	14	i	-8
CC(C)(C)c1csc(NC(=O)c2ccc(Br)o2)n1	24	i	-38
